RSV antiviral HEp-2: RSV antiviral activity via CPE protection, HEp-2 cells, primary 10 µM value included (AID 2391). HEp-2 cells, RSV-induced CPE inhibition; higher % means a stronger effect. CPE inhibition, % at 10 µM, or IC50 in µM where a hit was titrated. hit rate 0.13% among 310,000; in the data active = a potency from the dose series; inconclusive = CPE inhibition mostly from about 23% at the one dose, without a potency; inactive = the rest, 99 in 100 with CPE inhibition below about 21%; note: strong numbers were not always called active
SV40 large T antigen: SV40 large T antigen inhibitors, biochemical (AID 1903); SV40 large T antigen ATPase/helicase inhibition assay; higher % means a stronger effect; hit rate 0.39% among 310,000; inhibition, % at 20 µM, or IC50 in µM where a hit was titrated; in the data active = a potency from the dose series; inconclusive = inhibition mostly from about 32% at the one dose, without a potency; inactive = the rest, 99 in 100 with inhibition below about 32%; note: strong numbers were not always called active
GPR35 antagonists: GPR35 antagonists blocking zaprinast-driven arrestin recruitment, primary screen, imaging, U2OS, beta-arrestin-GFP, zaprinast agonist (AID 2058); U2OS GPR35 beta-arrestin-GFP translocation imaging, zaprinast antagonism; higher % means a stronger effect; inhibition, % at 10 µM, or IC50 in µM where a hit was titrated; hit rate 0.052% among 290,000;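 active = inhibition of at least 50% with at least 30 cells and total cytoplasm GFP at most 10,000,000; inconclusive = under 30 cells or total GFP of 10,000,000 plus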
HIV fusion peptide: inhibitors of HIV fusion peptide binding, primary screen, biochemical, uHTS, fluorescence dequenching (AID 1986); inhibition, % at 20 µM, or IC50 in µM where a hit was titrated; cell-free peptide binding, fluorescence dequenching, 30 min; higher % means a stronger effect; hit rate 0.3% among 290,000; in the data active = inhibition mostly above about 52%, no sharp cut-off; inactive = mostly below about 76%; note: some results filed as inactive read as strong as hits
K1F lysis inhibition: protection from phage-mediated lysis, alamar blue read-out – E. coli UTI89, K1F phage, bacterial capsule biogenesis inhibitors (AID 488966); hit rate 0.02% among 340,000; E. coli UTI89 K1F phage lysis, alamar blue, 2 h; higher % means a stronger effect; inhibition, % at 100 µM, or IC50 in µM where a hit was titrated;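 active = phage lysis inhibition, versus mean bacterial control, above a set limit; inconclusive = no clear call, values can overlap the other calls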;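 note: capsule biogenesis inhibitors block K1F phage lysis so surviving cells raise fluorescence; higher fluorescence means more inhibition of phage lysis; actives were called in the ten point dose series up to 300 µM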
NS5 inhibitors: Dengue-2 NS5 methyltransferase inhibitors, primary screen, biochemical, confirmation dose response (AID 588689) | Dengue-2 NS5 methyltransferase capping enzyme assay, biochemical; higher % means a stronger effect | inhibition, % at 25 µM, or IC50 in µM where a hit was titrated | hit rate 0.3% among 340,000; in the data active = a potency from the dose series; inconclusive = inhibition above about 29% without an active follow-up result
Rac1 GTP hydrolysis: MgcRacGAP GTPase-activating activity inhibitors, confirmation, biochemical, ADP Hunter fluorescence; MgcRacGAP-stimulated Rac1 GTP hydrolysis, ADP Hunter fluorescence; higher % means a stronger effect; GST-tagged Rac1 F28L mutant substrate; AID 624330; one-dose inhibition, % at 30 µM; IC50 in µM for titrated hits; hit rate 0.6% among 340,000;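 active = first-screen hits whose inhibition reached a set limit at any dose in the follow-up dose series; inconclusive = inhibition above the set first-screen limit but never retested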;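 note: fluorescence reports GDP produced by GAP-driven GTP hydrolysis; strong numbers were not always called active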
Salmonella PhoP GFP: PhoP-dependent GFP reporter repression – Salmonella Typhimurium, primary screen (AID 1863). S. Typhimurium PhoP-regulated promoter GFP reporter, 4 h; higher % means a stronger effect. inhibition, % at 50 µM; hits with a dose series show IC50 in µM. hit rate 0.16% among 300,000;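 active = inhibition over 29.93%, a cutoff 3 SD above the screen mean, later confirmed by dose response; inconclusive = inhibition over 29.93% but no dose response follow-up; inactive = inhibition at most 29.93% or unconfirmed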;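 note: 0% = low Mg2+ inducing control and 100% = high Mg2+ repressing control; strong numbers were not always called active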
GPR55 LPI antagonism: inhibition of LPI-stimulated GPR55 beta-arrestin translocation – imaging, U2OS, beta-arrestin-GFP, LPI agonist, primary screen (AID 2013). U2OS GPR55 beta-arrestin-GFP translocation imaging, LPI antagonism; higher % means a stronger effect. inhibition, % at 10 µM, or IC50 in µM where a hit was titrated. hit rate 0.13% among 290,000;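 active = spots per cell inhibited over 60%, with over 100 cells counted and total cytoplasm intensity under 500,000; inconclusive = wells with under 100 cells, flagged as likely toxic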;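 note: U2OS cells stably carrying GPR55 and arrestin-GFP stimulated by 5 µM LPI near EC80; imaged beta-arrestin-GFP aggregate spots per cell after agonist stimulation; plate controls were LPI-stimulated DMSO wells for no effect and DMSO wells without LPI for full effect; some results filed as inactive read as strong as hits; confirmed hits need IC50 under 10 µM and bright autofluorescent wells are also inconclusive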
NS5 inhibitors pilot replicate: further read-out of NS5 inhibitors, marked with its call; inhibition, %; measured here: pilot screen replicate inhibition
The depositor's hits bear a star; ? = inconclusive; nt = not tested or not shown; & = joins results of further samples; ! = repeats disagree; [ ] = remark or other dose.

The opening three records, ahead of the listing:
SMILES	RSV antiviral HEp-2	SV40 large T antigen	GPR35 antagonists	HIV fusion peptide	K1F lysis inhibition	NS5 inhibitors	Rac1 GTP hydrolysis	Salmonella PhoP GFP	GPR55 LPI antagonism	others
O=C(NC(=S)Nc1ccccc1N1CCOCC1)c1ccc([N+](=O)[O-])cc1	0.7%	17%	0%	1.2%	3.5%	-7%	7%	-4%	5%
O=C(CN1C(=O)NC2(CCc3ccccc32)C1=O)c1ccc(F)c(F)c1 (configuration not stated)	-2.8%	12%	nt	nt	1.0%[50 µM]	-6%	12%	1%	nt
O=C(NCC1CCCO1)C1CCCN1C(=O)Nc1ccccc1[N+](=O)[O-] (configuration not stated)	0.1%	19%	7%	1.1%	0.2%	2%	6%	2%	10%

The list itself (from the top)
SMILES	RSV antiviral HEp-2	SV40 large T antigen	GPR35 antagonists	HIV fusion peptide	K1F lysis inhibition	NS5 inhibitors	Rac1 GTP hydrolysis	Salmonella PhoP GFP	GPR55 LPI antagonism	others
O=C(NC(=S)Nc1ccccc1N1CCOCC1)c1ccc([N+](=O)[O-])cc1	0.7%	17%	0%	1.2%	3.5%	-7%	7%	-4%	5%
O=C(CN1C(=O)NC2(CCc3ccccc32)C1=O)c1ccc(F)c(F)c1 (configuration not stated)	-2.8%	12%	nt	nt	1.0%[50 µM]	-6%	12%	1%	nt
O=C(NCC1CCCO1)C1CCCN1C(=O)Nc1ccccc1[N+](=O)[O-] (configuration not stated)	0.1%	19%	7%	1.1%	0.2%	2%	6%	2%	10%
Cc1cc(=O)n2[nH]c(-c3cccc(Cl)c3)cc2n1	4.4%	25%	-4%	0.2%	0.2%	-5%	3%	0%	16%
O=C(C1CC(c2ccccc2O)=NO1)N1CCCC1 (configuration not stated)	-1.0%	-3%	-2%	3.0%	0.1%	1%	1%	1%	-2%
Cc1cc(NCCCN(C)C)n2nc(-c3cccs3)cc2n1	0.0%	8%	9%	-0.8%	0.2%	-5%	16%	0%	2%
c1ccc(CCNCCOc2ccccc2)cc1	0.0%	17%	-8%	1.1%	0.0%	-3%	18%	-5%	-7%	NS5 inhibitors pilot replicate=-1.2
CC1CCc2c(sc(NC(=O)c3c([N+](=O)[O-])cnn3C)c2C(N)=O)C1 (configuration not stated)	1.9%	13%	-12%	-0.1%	0.0%	-2%	5%	-2%	3%
O=C1CC(c2ccccc2)CC(O)=C1C=NCCN1CCN(C(=O)Nc2ccccc2)CC1 (configuration not stated)	-0.9%	10%	0%	-1.9%	-0.2%	5%	-12%	13%	16%	NS5 inhibitors pilot replicate=1.8
Cn1nc([N+](=O)[O-])nc1Sc1cccc2cccnc12	0.4%	nt	-10%	-0.3%	-0.6%	-16%	9%	nt	9%
Cc1nn(CC(=O)NCC2CCCO2)c(=O)c2ccccc12 (configuration not stated)	1.0%	2%	6%	0.9%	1.3%	2%	3%	3%	10%
CCc1ccc(C(=O)COC(=O)c2cccs2)cc1	0.8%	8%	-6%	0.4%	-1.4%	-12%	7%	6%	0%

An excerpt from the list above, as a working copy:
SMILES	RSV antiviral HEp-2	SV40 large T antigen	GPR35 antagonists	HIV fusion peptide	K1F lysis inhibition	NS5 inhibitors	Rac1 GTP hydrolysis	Salmonella PhoP GFP	GPR55 LPI antagonism	others
O=C(NC(=S)Nc1ccccc1N1CCOCC1)c1ccc([N+](=O)[O-])cc1	0.7%	17%	0%	1.2%	3.5%	-7%	7%	-4%	5%
O=C(CN1C(=O)NC2(CCc3ccccc32)C1=O)c1ccc(F)c(F)c1 (configuration not stated)	-2.8%	12%	nt	nt	1.0%[50 µM]	-6%	12%	1%	nt
O=C(NCC1CCCO1)C1CCCN1C(=O)Nc1ccccc1[N+](=O)[O-] (configuration not stated)	0.1%	19%	7%	1.1%	0.2%	2%	6%	2%	10%
Cc1cc(=O)n2[nH]c(-c3cccc(Cl)c3)cc2n1	4.4%	25%	-4%	0.2%	0.2%	-5%	3%	0%	16%
O=C(C1CC(c2ccccc2O)=NO1)N1CCCC1 (configuration not stated)	-1.0%	-3%	-2%	3.0%	0.1%	1%	1%	1%	-2%
Cc1cc(NCCCN(C)C)n2nc(-c3cccs3)cc2n1	0.0%	8%	9%	-0.8%	0.2%	-5%	16%	0%	2%
c1ccc(CCNCCOc2ccccc2)cc1	0.0%	17%	-8%	1.1%	0.0%	-3%	18%	-5%	-7%	NS5 inhibitors pilot replicate=-1.2

Going on with the list.
SMILES	RSV antiviral HEp-2	SV40 large T antigen	GPR35 antagonists	HIV fusion peptide	K1F lysis inhibition	NS5 inhibitors	Rac1 GTP hydrolysis	Salmonella PhoP GFP	GPR55 LPI antagonism	others
CS(=O)(=O)N(CCc1ccccc1)CC(=O)N1CCN(c2ccccc2)CC1	17%	0%	-2%	-1.1%	5.2%	2%	2%	-6%	10%
COC(=O)c1sccc1N/N=C/c1cccc(Oc2ccccc2)c1	3.7%	3%	-15%	-0.9%	1.4%[50 µM]	4%	7%	2%	11%
O=C(Cn1cnc2ccccc2c1=O)NC1CCCc2ccccc21 (configuration not stated)	1.3%	11%	-8%	-1.4%	0.8%	-4%	6%	0%	8%
CCOC(=O)c1c(-c2ccccc2)csc1NC(=O)C1CCCO1 (configuration not stated)	-0.5%	2%	4%	0.9%	2.5%	1%	9%	-5%	6%
O=C(COC(=O)Cc1ccccc1[N+](=O)[O-])NCc1ccc(F)cc1	1.2%	9%	8%	-2.3%	0.8%	0%	2%	13%	-8%
NS(=O)(=O)c1ccc(CNS(=O)(=O)c2cc(C(=O)O)ccc2Cl)cc1	0.8%	1%	-13%	9.8%	0.6%	2%	4%	-8%	2%
CS(=O)(=O)Nc1cccc(C2=NN(C(=O)CCC(=O)O)C(c3cccs3)C2)c1 (configuration not stated)	1.6%	10%	3%	1.8%	0.4%	-9%	11%	7%	5%
O=S(=O)(NC1=NCCCCC1)c1ccc2ccccc2c1	1.3%	8%	4%	-0.8%	3.0%[50 µM]	-4%	3%	-12%	20%
O=C(Nc1ccccc1C(=O)N/N=C/c1ccccc1)c1ccco1	-0.8%	1%	-5%	0.2%	-0.4%	11%	-3%	-4%	-11%
Cc1ccc(S(=O)(=O)Nc2ccc(C(=O)NCCCn3ccnc3)cc2)cc1[N+](=O)[O-]	0.1%	nt	nt	nt	0.8%[50 µM]	-7%	5%	nt	nt
COc1ccc(-c2noc(CCC(=O)NC3CCCCC3)n2)cc1OC	-0.5%	8%	1%	-0.4%	0.2%	-9%	-1%	-4%	?
Cc1ccc(OCc2nc(-c3cccs3)no2)c([N+](=O)[O-])c1	1.9%	6%	-10%	-1.4%	3.0%	-5%	4%	5%	1%
CC(C)CCNC(=O)Cn1cc2c(n1)CCCCC2	0.8%	0%	18%	-1.0%	4.8%	-8%	8%	7%	3%
Cc1ccc(NC(=O)NC(=O)c2cnccc2C(F)(F)F)c(C)c1	2.2%	6%	18%	-2.6%	0.4%	-10%	8%	-3%	-3%
CC(=O)Nc1cccc(C(=O)OCC(=O)Nc2c(C)nn(-c3ccccc3)c2C)c1	-1.0%	22%	nt	nt	0.9%[50 µM]	1%	1%	-4%	nt
CCOc1ccc(C(C(=O)NCC2CCCO2)N(Cc2cccs2)C(=O)c2snc(C(N)=O)c2N)cc1 (configuration not stated)	0.2%	-5%	-4%	-1.4%	-0.1%	-1%	2%	0%	-4%
O=C(CCC(=O)N1CCN(C2CCCCC2)CC1)Nc1nnc(C(F)(F)F)s1	-0.6%	3%	4%	1.0%	0.8%	-4%	-1%	-4%	1%
CC1Cc2ccccc2N1C(=O)COC(=O)CNC(=O)c1ccc(Br)o1 (configuration not stated)	2.2%	-4%	3%	-4.6%	3.8%	-5%	6%	12%	5%
Cc1ccc(S(=O)(=O)NC(C(=O)Oc2ccc3ccc(=O)oc3c2)c2ccccc2)cc1 (configuration not stated)	0.3%	11%	-12%	2.2%	0.2%	-10%	5%	-1%	9%
O=C(Nc1cccc(S(=O)(=O)N2CCOCC2)c1)c1ccc(Cl)c([N+](=O)[O-])c1	0.2%	13%	-4%	-1.8%	3.6%	4%	3%	8%	6%
CCCCNC(=O)CCCCCNS(=O)(=O)c1ccc(OC)cc1	1.6%	15%	-15%	1.5%	2.3%	-2%	3%	12%	1%
CC(C)(C)n1nc2c(c1NC(=O)c1cccs1)CS(=O)C2 (configuration not stated)	0.7%	0%	8%	-1.1%	1.5%	-1%	10%	-14%	-3%
O=c1[nH]cnc2sc3c(c12)CCCCC3	12%	19%	-10%	1.4%	1.6%	-3%	7%	8%	-4%
OC[C@H]1O[C@@H](Oc2cc(O)cc(/C=C/c3ccc(O)cc3)c2)[C@H](O)[C@@H](O)[C@@H]1O	-0.6%	11µM*!	7%	-0.2%	nt	nt	nt	1%&-9%	12%
Cn1nccc1C(=O)N/N=C/c1cccnc1	nt	15%	-8%	-0.3%	1.3%	2%	7%	-1%	-1%
COc1ccc(N/C=C2/CCCCC2=O)cc1	1.0%	10%	26%	3.5%	3.3%	7%	12%	-7%	-7%
O=C(CCCCC(=O)NC1CCCC1)NC1CCCC1	0.8%	16%	6%	-1.2%	6.1%	-10%	5%	-6%	4%
CCCNc1c(NS(=O)(=O)c2ccc(C(C)(C)C)cc2)c(=O)oc2ccccc12	0.6%	17%	4%	-0.5%	0.0%	-6%	5%	4%	-1%
O=c1onc(-c2ccccc2Cl)n1-c1ccccc1Cl	-1.5%	15%	nt	nt	0.8%	3%	11%	nt	nt
Cn1ccnc1C1CCCCN1Cc1nc(Cc2cccc(C(F)(F)F)c2)no1 (configuration not stated)	0.0%	6%	-4%	-2.1%	-0.8%	-1%	6%	3%	-2%
CCOC(=O)C(=CNCC(=O)OC)C(=O)OCC	0.6%	1%	1%	2.5%	0.7%	1%	6%	-3%	13%
COc1ccccc1-c1c(C(F)(F)F)oc2c(CN(C)C)c(O)ccc2c1=O	0.9%	9%	-9%	-1.1%	0.1%	0%	10%	-1%	13%	NS5 inhibitors pilot replicate=6.7
